Bioassay records: PubChem, several laboratories
TRPC4 inh: inhibitors of mouse TRPC4 channel, primary screen, Fluo4 calcium, HEK293 TRPC4beta/mu-opioid cells; 300,000 compounds, 0.39% hits; DAMGO-evoked Fluo4 calcium flux; active compounds read low; B-score at 10 µM;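 active = B-score over 3 SD under the library average, no early fluorescence shift, positive overall ratio signal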
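test system = HEK293 cells with stable TRPC4beta plus mu-opioid receptor expression | detection = Fluo4 Ca2+ flux fluorescence | read-out = integrated fluorescence ratio relative to baseline, converted to per-well B score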
TRPC4 potent: positive allosteric modulators of TRPC4, primary screen, cell-based, mouse TRPC4beta, HEK293 mu-opioid, Fluo-4 calcium | B-score at 10 µM | DAMGO EC20, Fluo-4 Ca2+ flux; active compounds read high | 310,000 compounds, 0.42% hits;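 active = B-score of calcium response area above 5 SD of library B-scores, with initial fluorescence ratio within 5 SD of library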;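 note: B-score of integrated fluorescence ratio over time as area under calcium response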
TRPC6 act: mouse TRPC6 channel activators, primary screen, cell-based, HEK293, membrane potential dye | Short transient receptor potential channel 6 (Mus musculus), Q61143 | HEK293-TRPC6 membrane potential dye fluorescence; active compounds read high | B-score at 10 µM | 310,000 compounds, 0.13% hits | AID 2550, 2010;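 active = B-score of the integrated fluorescence ratio above library mean plus 3 SD, and starting fluorescence ratio within library mean plus 5 SD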;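 note: higher score means more depolarization so channel activation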
Target sequence (Q61143 whole entry, looked up): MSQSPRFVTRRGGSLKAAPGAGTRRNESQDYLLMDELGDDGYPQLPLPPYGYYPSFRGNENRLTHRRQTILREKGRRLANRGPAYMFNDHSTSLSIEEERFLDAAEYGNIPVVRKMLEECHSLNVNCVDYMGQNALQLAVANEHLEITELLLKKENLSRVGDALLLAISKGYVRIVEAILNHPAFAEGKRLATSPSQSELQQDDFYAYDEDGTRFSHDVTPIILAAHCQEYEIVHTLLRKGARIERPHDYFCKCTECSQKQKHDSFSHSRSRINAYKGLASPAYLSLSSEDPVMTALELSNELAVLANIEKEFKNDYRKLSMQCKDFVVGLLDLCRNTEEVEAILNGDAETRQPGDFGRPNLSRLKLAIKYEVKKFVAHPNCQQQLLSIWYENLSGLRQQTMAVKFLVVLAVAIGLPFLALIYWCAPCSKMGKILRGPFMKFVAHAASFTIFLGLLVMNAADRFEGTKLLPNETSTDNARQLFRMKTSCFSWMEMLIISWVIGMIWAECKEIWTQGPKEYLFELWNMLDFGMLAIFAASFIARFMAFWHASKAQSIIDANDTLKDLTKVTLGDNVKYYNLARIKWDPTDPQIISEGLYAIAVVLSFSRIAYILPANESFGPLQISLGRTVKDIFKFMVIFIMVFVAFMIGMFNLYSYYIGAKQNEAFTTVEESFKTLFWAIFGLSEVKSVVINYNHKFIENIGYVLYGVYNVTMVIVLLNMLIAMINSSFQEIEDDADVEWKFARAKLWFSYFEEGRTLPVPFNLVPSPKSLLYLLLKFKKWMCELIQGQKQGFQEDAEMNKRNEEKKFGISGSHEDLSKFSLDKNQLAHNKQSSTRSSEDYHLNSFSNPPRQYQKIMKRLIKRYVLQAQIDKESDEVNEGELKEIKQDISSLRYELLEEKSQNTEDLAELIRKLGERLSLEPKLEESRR
MrgX1 agonist: agonists of human MrgX1 receptor, primary screen, HEK293 cells, Fluo-4 calcium flux; Mas-related G-protein coupled receptor member X1 (Homo sapiens), Q96LB2; Fluo-4 calcium fluorescence, agonist mode; active compounds read high; B-score at 10 µM; 310,000 compounds, 0.44% hits;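 active = calcium response B-score plate-corrected fluorescence ratio at least 3 library SD, with starting fluorescence B-score inside 5 SD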
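Test system: HEK293 cells stably expressing human MrgX1 receptor; Input: fifteen thousand cells per well; Dosing: compound delivered in addition one of three; Schedule: overnight seeding, then 1 h dark dye loading; Technique: Fluo-4 NW calcium fluorescence; Measure: B-scored fluorescence response ratio; Controls: positive and negative controls per plate.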
PolyA inh: polyadenylation inhibitors in yeast reporter cells, primary screen, luminescence, S. cerevisiae; S. cerevisiae SKY197-pL101 polyadenylation reporter, beta-gal luminescence; efflux-impaired pdr1/pdr3 knockout yeast; score 100 = 6 SD above DMSO; calls only at 12 µM; 300,000 compounds, 0.02% hits; AID 1875, 2009;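 active = lowest replicate activity score at least 50, where 100 means six control SD above control mean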;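 note: yeast exposed to compound for 9 h at 30 °C; higher score means more reporter readthrough which indicates perturbed polyadenylation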
TRPC6 inhibitor: mouse TRPC6 channel inhibitors, primary screen, cell-based, HEK293, membrane potential dye. B-score at 10 µM. ACh-evoked depolarization; active compounds read low. 310,000 compounds, 1.1% hits;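 active = B-score under library mean minus 3 SD, initial fluorescence not abnormally high, positive integrated signal ratio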;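 note: B-score derived from integrated fluorescence ratio over the kinetic read; more negative B-score means stronger inhibition of depolarization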
MrgX1 allo act: positive allosteric modulators of MrgX1, primary screen, HEK293 cells, Fluo-4 calcium flux | AID 588675, 2011 | B-score at 10 µM | Mas-related G-protein coupled receptor member X1 (Homo sapiens), Q96LB2 | FDSS; active compounds read high | 310,000 compounds, 0.63% hits;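 active = plate-corrected calcium response at least 3 library SD above typical, normal starting fluorescence, not activating the receptor alone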;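 note: compound read alongside a low EC10 to EC30 dose of BAM8-22 agonist; peak minus trough fluorescence over baseline measured at the second addition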
AI-2 QS mod: Vibrio harveyi AI-2 quorum sensing modulators, primary screen, JMH597 strain, luminescence/OD600 ratio | activity change, % at 7.5 µM | 300,000 compounds, 0.4% hits | Vibrio harveyi JMH597 AI-2 luminescence/OD600 ratio, 9 h; active compounds read low; strain lacks LuxN and CqsS sensors; 0 = neutral-control median; in the data active = activity change below about -75%, passing the limit was not always enough;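 note: luminescence divided by OD600 gain over 9 h not by final OD600 alone; inactives centre near 13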
MrgX1 antag: antagonists of human MrgX1 receptor, primary screen, HEK293 cells, Fluo-4 calcium flux; 310,000 compounds, 1.3% hits; Mas-related G-protein coupled receptor member X1 (Homo sapiens), Q96LB2; B-score at 10 µM; BAM8-22 antagonism; active compounds read low;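 active = calcium-response B-score plate-corrected more than 3 library SD below zero, starting fluorescence within 5 deviations, no agonist response on first addition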;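 note: peak minus trough fluorescence over baseline after final BAM8-22 challenge near maximal dose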
HIF act: HIF pathway transcriptional activators, primary screen, cell-based, U2OS HRE-luciferase, luminescence | U2OS HRE-luciferase reporter; normalized: DMSO 0%, desferrioxamine 100% | activation, % at 7.5 µM (by protocol) | 300,000 compounds, 0.32% hits | AID 1910, 2009;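 active = mean activation of at least 10% of the iron chelator positive control signal, with at least half of replicates also reaching 10%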
TRPC4 act: activators of mouse TRPC4 channel, primary screen, Fluo4 calcium, HEK293 TRPC4beta/mu-opioid cells; Short transient receptor potential channel 4 (Mus musculus), Q9QUQ5; 310,000 compounds, 0.49% hits; Fluo4 calcium fluorescence; active compounds read high; B-score at 10 µM;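 active = B-score above 5 SD of library B-scores, and initial fluorescence ratio not above library mean plus 5 SD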;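 note: positive B-score marks a calcium rise read as TRPC4 activation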
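Assay system: HEK293 cells stably co-expressing mouse TRPC4beta and mu-opioid receptor / Timing: Fluo4 dye loading 45 min at room temperature, 110 s recording / Signal: Fluo4 calcium-sensitive dye fluorescence, kinetic, 1 Hz baseline / Read-out: integrated baseline-normalised fluorescence ratio, converted to per-well B score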
* hit, by the source's call; i = inactive; / = no result given.

Screens in order – TRPC4 inh, TRPC4 potent, TRPC6 act, MrgX1 agonist, PolyA inh, TRPC6 inhibitor, MrgX1 allo act, AI-2 QS mod, MrgX1 antag, HIF act, TRPC4 act
Cn1c(=O)oc2cc(S(=O)(=O)NCc3ccncc3)ccc21
    i, i, i, i, i, i, i, 27, i, 1.0, i
CC(Oc1ccc(Cl)cc1Cl)c1ccnc2nc(N3CCOCC3)nn12 (stereo not drawn)
    i, i, i, i, i, i, i, 20, i, 0.0, i
CCOC(=O)c1cccc(S(=O)(=O)N(CCO)Cc2cc3cc(OC)ccc3[nH]c2=O)c1
    i, i, i, i, i, i, i, 42, i, 0.3, i
CCCCN(C(=O)/C=C/c1ccc(OCC(C)C)c(OCC)c1)c1c(N)n(CCC)c(=O)[nH]c1=O
    i, i, i, i, i, i, i, 22, i, -0.2, i
COCCC(=O)N1CCC(Oc2ccc(C(=O)NCCCC3CCCC3)cc2)CC1
    i, i, i, i, i, i, i, 25, i, 3.4, i
COc1ccccc1CNC(=O)c1cc(C(=O)CC(C)C)c[nH]1
    i, i, i, i, i, i, i, 15, i, 1.1, i
CCOc1ccc2nc(NC(=O)Nc3ccccc3)sc2c1
    i, i, i, i, i, i, i, 10, i, 5.0, i
COc1ccc(OCC(=O)Nc2cc3oc4ccccc4c3cc2OC)cc1
    i, i, i, i, i, i, i, 11, i, -0.1, i
Cn1nc(-c2ccccc2)c(-c2nc(-c3cccc(C(F)(F)F)c3)no2)c1Cl
    i, i, i, i, i, i, i, -3, i, 0.1, i
Cc1ccc(-c2nnc(Nc3ccc(OCC(N)=O)cc3)c3ccccc23)cc1S(N)(=O)=O
    i, i, i, i, i, i, i, 22, i, 0.3, i
Cn1c(=O)c2c(nc(SCCCC#N)n2Cc2ccccc2F)n(C)c1=O
    i, i, i, i, i, i, i, 16, i, -0.2, i
CCOC(=O)c1cccc(NC(=O)c2ccc(N(C)C)cc2)c1
    i, i, i, i, i, i, i, 34, i, 1.0, i
O=C(CCN1C(=O)[C@@H]2Cc3ccccc3CN2C1=O)N[C@@H](Cc1ccccc1)C(=O)O
    i, i, i, i, i, i, i, 25, i, -0.2, i
CCN1CCCC1CNC(=O)CCc1nc(-c2ccc(C)cc2)no1 (stereo not drawn)
    i, i, i, i, /, i, i, 11, i, /, i
COc1ccc(OCC(=O)Nc2c3c(nn2-c2ccccc2)CS(=O)(=O)C3)cc1
    i, i, i, i, i, i, i, 29, i, -0.5, i
O=C1CSC(=S)N1
    i, i, i, i, i, i, i, 30, i, 0.1, i
COc1cccc(C(=O)NC(C)C(c2cccs2)N2CCN(C)CC2)c1 (stereo not drawn)
    i, i, i, i, i, i, i, 27, i, 0.3, i
CCCCSc1nnc(-c2ccc(NC(=O)CCc3ccccc3)cc2)n1C
    i, i, i, i, i, i, i, 15, i, -0.2, i
O=C(Nc1ccc(CN2CCOCC2)cc1)c1ccc(-c2cc(Cl)ccc2Cl)o1
    i, i, i, i, i, i, i, 3, i, 0.4, i
COc1ccc(CN2CCN(C3CCC3)CC2CCO)cc1C (stereo not drawn)
    i, i, i, i, i, i, i, 12, i, -0.6, i
O=C(Nn1c(O)c(C=C2N=c3ccccc3=N2)sc1=S)c1ccccc1Cl
    i, i, i, i, i, i, i, 37, i, -0.2, i
COc1ccc(-c2nnn(CC(=O)NCc3cccs3)n2)cc1OC
    i, i, i, i, /, i, i, 4, i, 0.0, i
COCCNC(=O)C(OC(=O)CC1Sc2ccccc2NC1=O)c1ccccc1 (stereo not drawn)
    i, i, i, i, i, i, i, 21, i, 0.1, i
Cc1ccc(Nc2nc(=O)c3cccnc3s2)c(Br)c1
    i, i, i, i, i, i, i, 18, i, 0.3, i
CCCn1nnc(NC(=O)c2ccc(Br)cc2)n1
    i, i, i, i, i, i, i, 19, i, 2.0, i
Cc1oc(-c2ccccc2Cl)nc1CS(=O)CC(=O)NCc1ccccc1Cl (stereo not drawn)
    i, i, i, i, i, i, i, 8, i, -0.3, i
CSc1oc(-c2ccccc2)nc1S(=O)(=O)c1ccc(F)cc1
    i, i, i, i, i, i, i, 3, i, -0.1, i
Cc1ccc(OCCCn2ccnc2)c(Br)c1
    i, i, i, i, i, i, i, 16, i, 1.3, i
Cc1ccc(C(=O)NCc2ccccc2F)cc1S(=O)(=O)N1CCCC1
    i, i, i, i, i, i, i, 23, i, 0.1, i
O=C(CC1SCCNC1=O)Nc1cccc(Cl)c1 (stereo not drawn)
    i, i, i, i, i, i, i, -1, i, 1.1, i

Compounds from the list above containing a halogen:
Screens in order – TRPC4 inh, TRPC4 potent, TRPC6 act, MrgX1 agonist, PolyA inh, TRPC6 inhibitor, MrgX1 allo act, AI-2 QS mod, MrgX1 antag, HIF act, TRPC4 act
CC(Oc1ccc(Cl)cc1Cl)c1ccnc2nc(N3CCOCC3)nn12 (stereo not drawn)
    i, i, i, i, i, i, i, 20, i, 0.0, i
Cn1nc(-c2ccccc2)c(-c2nc(-c3cccc(C(F)(F)F)c3)no2)c1Cl
    i, i, i, i, i, i, i, -3, i, 0.1, i
Cn1c(=O)c2c(nc(SCCCC#N)n2Cc2ccccc2F)n(C)c1=O
    i, i, i, i, i, i, i, 16, i, -0.2, i
O=C(Nc1ccc(CN2CCOCC2)cc1)c1ccc(-c2cc(Cl)ccc2Cl)o1
    i, i, i, i, i, i, i, 3, i, 0.4, i
O=C(Nn1c(O)c(C=C2N=c3ccccc3=N2)sc1=S)c1ccccc1Cl
    i, i, i, i, i, i, i, 37, i, -0.2, i
Cc1ccc(Nc2nc(=O)c3cccnc3s2)c(Br)c1
    i, i, i, i, i, i, i, 18, i, 0.3, i
CCCn1nnc(NC(=O)c2ccc(Br)cc2)n1
    i, i, i, i, i, i, i, 19, i, 2.0, i
Cc1oc(-c2ccccc2Cl)nc1CS(=O)CC(=O)NCc1ccccc1Cl (stereo not drawn)
    i, i, i, i, i, i, i, 8, i, -0.3, i
CSc1oc(-c2ccccc2)nc1S(=O)(=O)c1ccc(F)cc1
    i, i, i, i, i, i, i, 3, i, -0.1, i
Cc1ccc(OCCCn2ccnc2)c(Br)c1
    i, i, i, i, i, i, i, 16, i, 1.3, i
Cc1ccc(C(=O)NCc2ccccc2F)cc1S(=O)(=O)N1CCCC1
    i, i, i, i, i, i, i, 23, i, 0.1, i
O=C(CC1SCCNC1=O)Nc1cccc(Cl)c1 (stereo not drawn)
    i, i, i, i, i, i, i, -1, i, 1.1, i

A portion of the library; the hit share may differ from the screen's.
